APOBEC3A inh = blocks human APOBEC3A ssDNA deamination; P31941; hit rate 0.41% among 330,000; inhibition, % at 20 µM; recombinant A3A, FAM/TAMRA ssDNA deamination fluorescence; AID 493011;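 active = at least 40% inhibition at 20 µM here, with at most 30% in a related deaminase screen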;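 note: plate controls were A3A with DMSO for no effect and wells lacking A3A enzyme for full effect; some results filed as inactive read as strong as hits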
MIN6 prolif = MIN6 beta-cell proliferation induction | MIN6 cells proliferation, ATPlite luminescence, 48 h; cells starved in 0.2% serum; 100% = growth in 10% serum | proliferation, % at 10 µM | hit rate 0.29% among 330,000;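 active = compounds whose signal lies at least 3.5 SD above the mean of all wells on their plate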;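 note: 0% = DMSO-treated cells in low-serum medium and 100% = 10% serum control; some compounds called inactive have numbers as strong as hits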
hIAP act = increases human intestinal alkaline phosphatase activity; P09923; activation factor at 10 µM; hit rate 0.16% among 330,000; purified human IAP, CDP-Star luminescence, 30 min; hits give high values; 1 = vehicle-only enzyme, 0 = enzyme-free background;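 active = activation factor of the enzyme at least 2-fold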; note: the source names both 10 and 20 µM as test concentration; values of inactives mirror those of a sister screen read the other way
NALP3 yeast inh = blocks the NALP3 inflammasome reconstituted in yeast | Yeast reconstituted NLRP3/ASC/caspase-1, beta-gal luminescence, 24 h | hit rate 0.39% among 330,000 | inhibition, % at 10 µM;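 active = inhibition of 50% or more; inactive = inhibition below 50%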;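 note: plate controls were induced DMSO wells for no effect and uninduced yeast grown without galactose for full effect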
mIAP activ = increases mouse intestinal alkaline phosphatase activity; hit rate 0.24% among 330,000; activation factor at 10 µM; muIAP, CDP-Star luminescence, 30 min; hits give high values; 1 = vehicle-only enzyme signal, 0 = enzyme-free wells; AID 2805;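 active = activation factor of at least 2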; note: the source names both 10 and 20 µM as test concentration; values of inactives mirror those of a sister screen read the other way
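Assay system: mouse IAP enzyme; Reagent: CDP-Star chemiluminescent phosphatase substrate; Compound: DMSO-dissolved test compounds; Incubation: 30 min, room temperature; Technique: luminescence from enzymatic CDP-Star hydrolysis; Controls: DMSO-only wells and no-enzyme negative control.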
SENP1 FRET inh = blocks the human SENP1 SUMO protease catalytic domain | recombinant SENP1 catalytic domain, CyPet-SUMO1-YPet FRET cleavage | Q9P0U3 | hit rate 0.21% among 360,000 | inhibition, % at 10 µM;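 active = inhibition at least 30% at 10 µM, raw YFP signal under a set limit, fluorescence ratio 0.5 to 1.5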;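 note: 0% = enzyme with DMSO and 100% = no enzyme wells; some results filed as inactive read as strong as hits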
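Material: hSENP1 catalytic domain, recombinant; medium: Tris pH 8 with BME, BSA, NP40 and catalase; compound: single concentration of 10 µM compound, 0.5% DMSO final; technique: FRET read of cyan and yellow fluorescence; timing: 50 min enzyme reaction, room temperature, light-protected; reagent: SFCypet-SUMO1-SFYpet substrate at 25 nM; control set: no-enzyme low, enzyme-DMSO high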
hIAP inh = blocks human intestinal alkaline phosphatase; P09923; purified IAP, CDP-Star luminescence, 30 min; inhibition, % at 10 µM; hit rate 0.12% among 330,000; AID 2544;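 active = inhibition reaching a set limit with compound at 10 µM in the primary screen, cut at about 35% in these data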;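 note: plate controls were DMSO wells with enzyme for no effect and no-enzyme buffer wells for full effect; values of inactives mirror those of a sister screen read the other way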
mIAP inh = blocks mouse intestinal alkaline phosphatase | inhibition, % at 10 µM | purified mouse IAP, CDP-Star luminescence, 30 min | AID 2806 | hit rate 0.2% among 330,000;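 active = inhibition of at least 40% at 10 µM in the primary screen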;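 note: plate controls were DMSO with enzyme for no effect and no enzyme wells for full effect; values of inactives mirror those of a sister screen read the other way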
A3G deaminase = APOBEC3G (human) deaminase inhibition; recombinant A3G, ssDNA deamination FAM/TAMRA fluorescence; inhibition, % at 20 µM; hit rate 0.28% among 330,000;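 active = inhibition of at least 40% at 20 µM, with no more than 30% in the related APOBEC3A deaminase screen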;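 note: plate controls were DMSO wells with A3G for no effect and wells lacking A3G enzyme for full effect; some compounds called inactive have numbers as strong as hits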
The depositor's hits bear a star; . = no result given.

SMILES | APOBEC3A inh | MIN6 prolif | hIAP act | NALP3 yeast inh | mIAP activ | SENP1 FRET inh | hIAP inh | mIAP inh | A3G deaminase
CCN(CC)S(=O)(=O)c1ccc(Cl)c(NC(=S)NC(=O)C2CCCC2)c1 | -3.0 | -8.0 | 0.931 | 20.9 | 0.806 | 5.0 | 6.9 | 19.4 | -6.3
COc1ccc(NC(=O)N2CCCC(C(=O)NC(C)C)C2)cc1 (stereo not given) | -2.4 | -0.4 | 1.16 | 6.7 | 0.965 | 3.0 | -15.5 | 3.5 | -4.5
O=C(NNC(=O)c1ccccc1[N+](=O)[O-])Nc1ccc(Cl)cc1 | -0.3 | -2.8 | 1.13 | -1.8 | 1.01 | 1.3 | -13.0 | -1.4 | -3.3
COc1ccccc1N(CC(=O)Nc1cc(C)on1)S(=O)(=O)c1ccc(Cl)cc1 | 2.4 | 2.3 | 1.04 | -0.1 | 1.03 | 0.6 | -3.9 | -2.7 | -1.7
COCCN(C(=O)COC(=O)COc1ccc2c(c1)CCC2)c1c(N)n(Cc2ccccc2)c(=O)[nH]c1=O | 17.8 | -3.9 | 1.1 | 9.9 | 0.963 | -0.3 | -10.5 | 3.7 | -6.8
CCC1CCCCN1C(=O)COC(=O)CSc1ccc(C(N)=O)cc1[N+](=O)[O-] (stereo not given) | -3.6 | -2.0 | 0.916 | 20.4 | 0.974 | -0.3 | 8.4 | 2.6 | -6.8
COC(=O)c1ccc2c(c1)NC(=O)CS2 | 5.0 | -0.2 | 0.965 | 16.1 | 0.907 | -3.8 | 3.5 | 9.3 | -15.5
CCn1c(SCC(=O)c2c(N)n(C)c(=O)n(C)c2=O)nnc1-c1ccccc1 | 0.5 | -0.7 | 1.07 | -0.6 | 0.941 | . | -6.8 | 5.9 | -5.3
CCCCc1nc2ccccc2c(=O)n1NC(=O)c1c(O)c2ccccc2n(C)c1=O | -6.1 | -5.8 | 0.977 | 14.5 | 0.839 | 0.6 | 2.3 | 16.1 | -6.1
O=C(NCC(c1cccnc1)N1CCN(c2ccccc2F)CC1)c1ccccc1 (stereo not given) | -2.4 | 1.9 | 1.02 | 18.3 | 0.931 | -1.3 | -2.1 | 6.9 | -5.1
O=C1CN(c2ccccc2)C(=S)N1C(=O)c1ccccc1 | -6.7 | -2.6 | 1.11 | 21.5 | 0.805 | 1.7 | -11.0 | 19.5 | -0.3
COc1cccc(CNC(=O)COc2cc3c(c4oc(=O)cc(C)c24)CCC(C)(C)O3)c1 | -1.6 | -0.9 | 1.14 | 12.0 | 1.01 | 1.2 | -14.0 | -0.7 | -4.9
COc1cccc(C(=O)Nc2nnc(S(=O)(=O)N3CCCC3)s2)c1 | -1.4 | -2.2 | 0.88 | -1.0 | 0.863 | -17.4 | 12.0 | 13.7 | -5.0
CN1CCC2(CC1)N=C(c1ccc(F)cc1)C(=S)N2C(=O)c1ccc(C(C)(C)C)cc1 | 0.6 | 0.0 | 1.1 | 1.6 | 0.88 | 2.2 | -10.3 | 12.0 | -11.5
O=C(CCS(=O)(=O)c1ccc(Br)cc1)N1CCCCCC1 | 17.6 | -3.1 | 1.18 | 24.5 | 0.999 | 5.8 | -17.8 | 0.1 | 34.5
Cc1ccc(-c2nnc(NCCCO)c3ccccc23)cc1 | -0.2 | -3.5 | 0.964 | -1.1 | 1.01 | 1.1 | 3.6 | -1.0 | -5.9
CC1CCCCN1C(=O)c1ccc(CS(=O)(=O)Cc2ccccc2)cc1 (stereo not given) | -3.3 | 2.1 | 0.896 | 15.5 | 0.996 | 1.4 | 10.4 | 0.4 | -6.9
CC(=O)c1ccc(NC(=O)C(C)OC(=O)c2ccc(NS(=O)(=O)c3ccc(F)c(F)c3)cc2)cc1 (stereo not given) | 1.7 | 0.0 | 0.96 | 7.4 | 0.991 | 0.7 | 4.0 | 0.9 | 1.8
O=C(NCc1ccc(F)cc1)C1CC(=O)N(C2CCCCCCC2)C1 (stereo not given) | 1.6 | -3.4 | 0.78 | 8.4 | 1.03 | 1.6 | 22.0 | -2.7 | 12.9
CC(Oc1ccccc1)C(=O)OCC(=O)Nc1sccc1C(N)=O (stereo not given) | 0.8 | -1.7 | 0.965 | 16.3 | 0.997 | -2.8 | 3.5 | 0.3 | -1.5

Some entries already given, showing only SENP1 FRET inh and APOBEC3A inh.
SMILES	SENP1 FRET inh	APOBEC3A inh
CC(=O)c1ccc(NC(=O)C(C)OC(=O)c2ccc(NS(=O)(=O)c3ccc(F)c(F)c3)cc2)cc1 (stereo not given)	0.7	1.7
COc1cccc(CNC(=O)COc2cc3c(c4oc(=O)cc(C)c24)CCC(C)(C)O3)c1	1.2	-1.6

(continued)
SMILES | APOBEC3A inh | MIN6 prolif | hIAP act | NALP3 yeast inh | mIAP activ | SENP1 FRET inh | hIAP inh | mIAP inh | A3G deaminase
Cc1csc(NC(=O)C2CCCC2)n1 | -1.9 | -2.5 | 1.16 | 14.0 | 0.949 | 0.0 | -15.8 | 5.1 | -1.2
CC12CCC(C(=O)Nc3cc(Cl)ccc3Cl)(C/C1=N\O)C2(C)C (stereo not given) | -3.3 | -0.1 | 0.94 | 31.6 | 0.944 | 3.1 | 6.0 | 5.6 | -10.3
O=C(Cc1coc2ccc3ccccc3c12)NCc1cccs1 | -3.2 | 3.0 | 1.08 | 25.2 | 1.16 | -3.8 | -8.4 | -15.7 | -10.3
O=C(O)/C=C/c1ccccc1Oc1ccc(Cl)cc1Cl | 0.7 | -2.6 | 0.996 | -26.9 | 1.01 | -1.2 | 0.4 | -1.1 | -0.3
C=CCN(c1ccc(C(=O)Nc2cccc(C)c2)cc1)S(C)(=O)=O | -2.1 | -0.2 | 0.944 | 1.9 | 0.964 | -0.9 | 5.6 | 3.6 | -1.2
Cc1ccc2nc(Nc3nc(CSc4nc5ccccc5s4)cc(=O)[nH]3)nc(C)c2c1 | -3.8 | -0.6 | 1.55 | -17.7 | 0.811 | -4.2 | -55.2 | 18.9 | -4.5
CCCCNCc1cc(Br)c(OCC(=O)N2CCOCC2)c(OC)c1 | 3.9 | -1.7 | 1 | 4.9 | 0.958 | 3.1 | -0.2 | 4.2 | -1.7
CCN1CCN(Cc2c(O)ccc3c(C)cc(=O)oc23)CC1 | 3.0 | 0.8 | 0.886 | 6.4 | 1.12 | -115.1 | 11.4 | -12.5 | 3.6
N=c1n(CCO)c2ccccc2n1Cc1ccc(Cl)cc1 | 0.8 | -0.5 | 1.11 | 15.1 | 0.958 | 1.8 | -10.8 | 4.2 | 0.9
CC(OC(=O)CN1C(=O)c2ccccc2C1=O)C(=O)NC1CCCCC1C (stereo not given) | 3.2 | -1.7 | 1.01 | 5.4 | 0.981 | 2.0 | -0.7 | 1.9 | -4.3
CC1CCCN(S(=O)(=O)c2cc3c4c(c2)CCN4C(=O)CC3)C1 (stereo not given) | 0.4 | -1.1 | 1.04 | 11.7 | 1.02 | -0.6 | -4.3 | -2.3 | -2.4
CCc1ccc(S(=O)(=O)NC2CC(C)(C)NC(C)(C)C2)cc1 | -9.3 | -2.7 | 1.06 | 19.9 | 1 | -0.4 | -5.6 | -0.4 | -7.6
CN1CCN(C(c2ccccc2)c2nnnn2Cc2ccccc2)CC1 (stereo not given) | 2.0 | 2.2 | 1.09 | 7.2 | 1.08 | 1.5 | -9.0 | -8.4 | 8.0
CCNc1nc(NCC)nc(N/N=C/c2ccccc2)n1 | 3.7 | 0.8 | 0.918 | 1.1 | 1.02 | -0.4 | 8.2 | -2.2 | 0.4
Cc1cc(Oc2nc3c(C)cccn3c(=O)c2/C=C(\C#N)S(=O)(=O)c2ccccc2)ccc1Cl | 4.9 | -2.8 | 0.99 | 3.9 | 0.773 | -132.1 | 1.0 | 22.7 | 5.5
Cc1c(-n2c(SCC(=O)N(C)C3CCS(=O)(=O)C3)nc3ccccc3c2=O)c(=O)n(-c2ccccc2)n1C (stereo not given) | -2.6 | 2.0 | 0.988 | 7.1 | 1.2 | -0.2 | 1.2 | -20.4 | -3.3
CC(=O)c1ccc(OCC(O)CN2CC(C)OC(C)C2)cc1 (stereo not given) | -0.2 | -2.9 | 1.03 | 14.4 | 0.994 | 2.8 | -3.3 | 0.6 | -2.6
CCCCCCCC(=O)N/N=C/c1ccc([N+](=O)[O-])o1 | 0.9 | -6.1 | 0.928 | 28.2 | 0.74 | -3.5 | 7.2 | 26.0 | -0.6
O=C(O)/C=C\C(=O)Nc1ccccc1C(=O)NCc1ccccc1 | 0.2 | -0.1 | 0.946 | 4.7 | 1.01 | 1.1 | 5.3 | -0.8 | -1.5
C[C@@H](NC(=O)c1ncn(C)c1C(=O)N[C@H](C)c1ccccc1)c1ccccc1 | 0.6 | 1.2 | 0.924 | 11.4 | 0.932 | -0.4 | 7.6 | 6.8 | -11.4

Some of these compounds in order of the hIAP inh value, falling:
SMILES	hIAP inh
COc1ccccc1N(CC(=O)Nc1cc(C)on1)S(=O)(=O)c1ccc(Cl)cc1	-3.9
O=C(Cc1coc2ccc3ccccc3c12)NCc1cccs1	-8.4
O=C1CN(c2ccccc2)C(=S)N1C(=O)c1ccccc1	-11.0
O=C(NNC(=O)c1ccccc1[N+](=O)[O-])Nc1ccc(Cl)cc1	-13.0
Cc1csc(NC(=O)C2CCCC2)n1	-15.8

Continuation.
SMILES | APOBEC3A inh | MIN6 prolif | hIAP act | NALP3 yeast inh | mIAP activ | SENP1 FRET inh | hIAP inh | mIAP inh | A3G deaminase
COC(=O)c1ccc(NC(=S)NCCCn2ccnc2)cc1 | -0.4 | -3.3 | 1.11 | 19.3 | 0.995 | 0.7 | -11.0 | 0.5 | -2.5
Cc1ccc(S(=O)(=O)NCC(=O)OC(C(=O)c2ccccc2)c2ccccc2)cc1 (stereo not given) | 0.8 | -0.3 | 0.936 | -62.1 | 0.976 | 0.2 | 6.4 | 2.4 | -3.7
CC(=O)Nc1sc2c(c1CN1CCCC1)CCCC2 | -0.5 | -2.7 | 0.885 | -9.0 | 0.941 | -1.1 | 11.5 | 5.9 | -7.3
Cc1nnc(NCc2cccc(Cl)c2)c2ccccc12 | 0.1 | -0.8 | 0.924 | 15.6 | 0.923 | 0.5 | 7.6 | 7.7 | -3.7
CC(=O)NCCC(=O)Nc1nc(C)c(Cc2ccc3c(c2)OCO3)s1 | -0.2 | -2.2 | 1.01 | 10.7 | 0.966 | 1.3 | -0.6 | 3.4 | -5.4
CCc1nnc(NC(=O)C2CC(=O)N(Cc3ccco3)C2)s1 (stereo not given) | 1.6 | -2.4 | 0.875 | 6.5 | 0.972 | -1.0 | 12.5 | 2.8 | -4.8
COC(=O)Cn1c(=NC(=O)CCS(=O)(=O)c2ccccc2)sc2c(OC)ccc(OC)c21 | 5.7 | -7.3 | 0.978 | 0.2 | 1.04 | -3.3 | 2.2 | -3.9 | -2.8
O=C(CCNS(=O)(=O)c1ccccc1)NNC(=O)C1COc2ccccc2O1 (stereo not given) | 0.4 | 4.7 | 1.55 | 9.4 | 0.803 | -0.9 | -54.9 | 19.7 | -9.3

High-throughput results: PubChem BioAssay, Sanford-Burnham Center for Chemical Genomics

Only part of the results is shown; count on the stated rates, not on these rows.
